Screening results from PubChem.
D1 PAM: enhances dopamine response at the human D1 receptor. actives 0.036% (n = 360,000). potentiation, % at 10 µM. P21728. HEK293 TREx D1 cells, calcium flux, dopamine EC20 potentiation; in the data active = potentiation above about 30%; also: 0% is about no effect
RXFP1 antag: blocks the human relaxin receptor RXFP1 | actives 0.59% (n = 350,000) | HEK293-RXFP1, relaxin-stimulated cAMP HTRF, 30 min; active compounds read low | AID 1259400 | activity change, negative = inhibition, % at 57.5 µM | Q9HBX9;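 active = activity change of -60% or lower, but not beyond a set lower limit; inconclusive = change between -60% and -40%, or beyond the set limit; inactive = change above -40%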; also: % is scaled to controls: 0 for no effect and ±100 for the full control effect
RXFP1 agonist: activates the human relaxin receptor RXFP1. AID 2676. Potency, µM (top dose mostly 57.5 µM), inactives show at the highest dose activation, actives largely listed as activators. HEK293T-RXFP1 cAMP TR-FRET, 30 min; response scale: percent of porcine relaxin response, buffer zero. Q9HBX9. actives 0.3% (n = 370,000); also: potency is read from the fitted curve at half-maximal effect; % is scaled to controls: 0 for no effect and ±100 for the full control effect; nearly all actives have a fitted effect of over 60% in size; many of its hits are not listed in these tables
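Agonist response is measured as cAMP accumulation in an RXFP1-transfected HEK293T line under PDE4 inhibition. Values are scaled between buffer-only and 29 nM porcine relaxin, and EC50s come from standard Hill equation fits.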
GRP78 ERSR act: inducers of ER stress response in human glioma cells. U87-MG GRP78 promoter luciferase reporter, 16 h. actives 0.02% (n = 420,000). Potency, µM, inactives show at the highest dose activation, usual class: activators; also: potency is read from the fitted curve at half-maximal effect; series mostly up to about 76 µM; % of control where 0% means no effect; nearly all actives have a fitted effect of over 35% in size
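Stably transfected U87-MG human glioma cells carrying a GRP78-based luminescent sensor were seeded at 1000 cells/well, pin-dosed with compounds and incubated 16 h. Luciferase reagent was then added, and end-point luminescence was read after 10 min at room temperature.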
D1 antagonist: human D1 dopamine receptor antagonism. HEK293 TREx D1 cells, calcium flux, dopamine EC80; active compounds read low. P21728. activity change, negative = inhibition, % at 10 µM. actives 3.2% (n = 360,000); in the data active = activity change below about -30%; also: % is scaled to controls: 0 for no effect and ±100 for the full control effect
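After overnight tetracycline induction at 30 C, force-coupled D1 HEK293 cells took up a no-wash calcium dye at room temperature. Compounds were added and monitored 180 s, and the response to EC80 dopamine was then recorded.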
Vif-A3F inh: blocks the Vif interaction with APOBEC3F; HeLa A3F-eYFP + Vif (tagged APOBEC3F with the HIV-1 protein that degrades it), YFP fluorescence increase; Potency, µM (titrated, usually from 46.1 µM), for inactives: at the highest dose activity, negative = active; actives 0.2% (n = 390,000); AID 602313; also: potency is read from the fitted curve at half-maximal effect; % of control where 0% means no effect; nearly all actives have a fitted effect of over 65% in size
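HeLa cells stably expressing Vif plus C-terminally eYFP-tagged A3F were seeded, incubated overnight at 37 deg C, dosed with compound, incubated overnight again at 37 deg C. Yellow fluorescence (Ex 488/Em 500-530) reported blocked Vif-mediated A3F-eYFP degradation.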
Vif-A3G inh: Vif-A3G binding inhibition | Potency, µM (top dose mostly 46.1 µM), for the others: top-dose activity, negative = active, actives largely listed as inhibitors | HeLa A3G-eYFP + Vif (tagged APOBEC3G with the HIV-1 protein that degrades it), YFP fluorescence, overnight | Q9HC16 | actives 0.076% (n = 410,000);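 also: potency is read from the fitted curve at half-maximal effect; % is scaled to controls: 0 for no effect and ±100 for the full control effect; nearly all actives have a fitted effect of over 60% in size; hits raise eYFP signal because A3G escapes Vif-driven loss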
Target sequence (Q9HC16 whole entry, looked up): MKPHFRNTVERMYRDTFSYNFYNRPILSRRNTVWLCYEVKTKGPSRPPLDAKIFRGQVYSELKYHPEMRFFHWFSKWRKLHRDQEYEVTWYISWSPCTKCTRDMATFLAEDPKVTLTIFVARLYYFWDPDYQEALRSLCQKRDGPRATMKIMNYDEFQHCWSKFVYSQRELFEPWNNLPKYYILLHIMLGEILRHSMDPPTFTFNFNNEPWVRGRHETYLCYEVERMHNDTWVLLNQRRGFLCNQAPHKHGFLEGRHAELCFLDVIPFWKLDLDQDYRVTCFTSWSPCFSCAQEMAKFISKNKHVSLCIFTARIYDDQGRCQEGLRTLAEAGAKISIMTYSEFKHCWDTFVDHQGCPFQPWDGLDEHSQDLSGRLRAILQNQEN
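Read-out is eYFP fluorescence (Ex 488/Em 500-530) from Vif-expressing HeLa A3G-eYFP cells; more signal means A3G escaped Vif-mediated degradation. Cells plated overnight, compound pinned in, incubated overnight at 37 deg C.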
D1 agonist: agonists of human D1 dopamine receptor; P21728; activation, % at 2 µM; AID 504660; HEK293 T-REx D1 cells, calcium flux, agonist mode; actives 1% (n = 360,000); in the data active = activation above about 30%; also: 0% is about no effect
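Tetracycline-induced HEK293 TREx D1 cells, force-coupled to calcium signalling, were dye-loaded with a no-wash calcium kit. Compound was pin-added after a 10 s baseline. Fluorescence was read kinetically at 1 cycle/s for 180 s, with calcium rises flagged as agonism.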
D2 potentiator: positive allosteric modulators of human D2 dopamine receptor; HEK293 T-REx D2, calcium flux, EC20 dopamine potentiation; AID 485347; actives 0.34% (n = 340,000); potentiation, % at 10 µM; P14416;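 active = potentiation over 3 SD above the plate norm, cut at about 30% in these data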; also: 0% is about no effect
Target sequence (P14416 whole entry, looked up): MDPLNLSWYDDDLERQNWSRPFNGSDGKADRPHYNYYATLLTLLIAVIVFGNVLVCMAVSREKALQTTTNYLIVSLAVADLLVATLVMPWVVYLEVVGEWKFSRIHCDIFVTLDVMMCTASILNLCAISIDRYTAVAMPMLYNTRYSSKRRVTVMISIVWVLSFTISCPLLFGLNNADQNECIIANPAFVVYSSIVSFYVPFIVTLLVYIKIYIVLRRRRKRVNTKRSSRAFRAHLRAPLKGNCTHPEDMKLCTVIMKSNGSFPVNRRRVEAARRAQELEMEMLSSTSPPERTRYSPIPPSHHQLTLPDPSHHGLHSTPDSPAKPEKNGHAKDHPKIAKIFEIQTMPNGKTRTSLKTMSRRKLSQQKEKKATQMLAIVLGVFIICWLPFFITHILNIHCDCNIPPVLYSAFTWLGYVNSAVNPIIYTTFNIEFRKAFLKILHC
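Potentiation of an EC20 dopamine calcium response measured kinetically over 180 s, after a preceding 180 s compound-only read flagging agonists. Cells: inducible Hek293 Trex D2 line, 4000/well, cultured overnight at 30 C before dye loading.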
* = called active by the depositor; ? = inconclusive; . = not tested or not shown. Unless noted, calls follow the shape of the dose curve; as a rule, active = well fitted curve in the direction sought with a large enough effect; inconclusive = small, poorly fitted or top-dose-only effect, or another doubt; inactive = no such curve, though single readings can be large; an effect the other way counts as inactive or inconclusive. The list is partial; count on the stated rates, not on these rows.

SMILES	D1 PAM	RXFP1 antag	RXFP1 agonist	GRP78 ERSR act	D1 antagonist	Vif-A3F inh	Vif-A3G inh	D1 agonist	D2 potentiator
C[C@@H]1CN([C@@H](C)CO)C(=O)c2cc(NC(=O)Nc3ccccc3)ccc2O[C@@H](C)CCCCO[C@H]1CN(C)C(=O)Nc1ccc(C(F)(F)F)cc1	.	-5	.	0%	.	-7%	-1%	.	.
CNC(=S)NNC(=O)COc1ccccc1C	0	-10	0.5%	-3%	12	-15%	-23%	2	23
Cc1nc2ncnn2c(N2CCN(C(=O)c3cccc(F)c3)CC2)c1Cc1ccccc1	-4	-6	1.4%	-4%	-91*	-1%	3%	2	3
O=C(N/N=C/c1ccc(O)cc1)c1cccc(C(F)(F)F)c1	-4	16	5.9%	-4%	-9	6%	-6%	2	-12
CC1(C)Cc2cccc(C(=O)NC3CCN(Cc4ccccc4)CC3)c2O1	5	-11	2.0%	-5%	8	-4%	5%	0	-19
COc1ccc(CC(=O)Nc2ccccc2NC(=O)c2ccco2)cc1OC	-4	-11	-0.7%	-3%	-3	2%	-1%	4	-3
CCSc1ncc(/C=N/Nc2ccccc2)n1C	10	0	0.0%	0%	-4	-1%	-20%	1	2
CC(C)N(C)C(=O)c1ccc(OC2CCN(CCc3ccccc3)CC2)cc1	3	-3	-0.5%	-2%	21	9%	0%	2	-17
COc1cc(C)c(S(=O)(=O)n2c([N+](=O)[O-])cnc2C)cc1C	14	1	-2.7%	-4%	-4	-3%	2%	4	0
O=C1C2CCCN2C(c2cccc(Br)c2)N1c1ccc(F)cc1 (configuration not stated)	-3	-7	0.3%	-2%	-20	1%	-3%	0	-6
O=C(Nc1cc(Cl)ccc1Cl)C1(c2cccs2)CCOCC1	0	.	-0.7%	-3%	.	-7%	1%	4	-7
Cc1ccc(CN2CCN(C(=O)C3CCC3)CC2)cc1	-4	9	0.3%	0%	1	-1%	1%	1	-1
NNC(=O)[C@H]1C[C@@H]1c1ccccc1	-2	-2	3.0%	-3%	-8	-4%	0%	0	-10
CC(C)(C)OC(=O)N1CCN(C(=O)Nc2ccc3c(c2)OCCO3)CC1	-1	-13	4.9%	6%	-7	9%	5%	10	-1
CCOc1cccc(-c2nc3ccccc3c(=O)o2)c1	-2	.	-1.8%	-2%	29	-6%	-14%	0	0
O=C1c2cccnc2C(=O)N1Cc1ccc(S(=O)(=O)N2CCOc3ccccc32)cc1	0	-7	-0.2%	-4%	-6	2%	4%	4	-5
CC1(C)COC(c2cccn2Cc2ccccc2Cl)=N1	8	-16	-0.1%	1%	-8	-8%	-6%	1	-4
CC(NC(=O)CN(Cc1ccccc1)S(=O)(=O)c1ccccc1)c1cccnc1 (configuration not stated)	-10	0	-2.9%	0%	-27	?	-6%	1	3
CCCN1C2CCCC1CC(NC(=S)NCCCOCC)C2 (configuration not stated)	-5	-10	-2.4%	-3%	-2	?	0%	0	2
CC(=O)N(C(C)=O)c1ccc2c(c1)OCCO2	.	5	.	-1%	.	1%	-1%	.	.
CCOC(=O)[C@H]1[C@H]2COc3cc(OC)ccc3[C@@H]2N2C(=O)CN(Cc3ccc(OC)cc3)C(=O)[C@@]12C	-1	.	-0.2%	-3%	.	0%	0%	-2	1
O=[N+]([O-])c1ccc2c(c1Nc1ccccc1)=NC1(CCCCC1)N=2	0	3	-1.3%	-2%	-18	-3%	-4%	-1	-7
COC(=O)c1cc2c(C(F)(F)F)nn(C)c2s1	-1	22	2.1%	-6%	0	6%	0%	3	1
CC(=O)N1c2ccccc2CCc2ccc(N)cc21	-4	-4	-1.3%	1%	5	12%	0%	1	8
Nc1nc(-c2ccc3c(c2)OCCO3)c(CC(=O)O)s1	-5	-4	14%	-3%	-6	-7%	0%	1	5
CCOC(=O)[C@@H]1[C@H]2COc3ccc(Br)cc3[C@H]2N2C(=O)N(c3ccc(Cl)cc3)C(=O)[C@@]12C	2	.	1.6%	-4%	2	2%	-6%	3	12
CC1(C)CC(=O)C(=Cc2cn(-c3ccccc3)nc2-c2ccc(Cl)cc2)C(=O)C1	-5	-9	-1.7%	3%	-7	.	-2%	60*	5
CCCn1nnnc1NCc1cc(Br)ccc1OC	1	-4	-0.9%	-6%	6	15%	1%	8	20
CCc1nc(Nc2ccc3nccnc3c2)c2oc3ccccc3c2n1	-8	26	8.5%	0%	-1	22µM*	-8%	0	-9
Cc1nn(-c2ccccc2)c2nc(Cl)c(C(=O)O)cc12	4	0	3.4%	-3%	6	6%	-3%	2	8

At a glance, 2 of the compounds above.
SMILES	D1 PAM	RXFP1 antag	RXFP1 agonist	GRP78 ERSR act	D1 antagonist	Vif-A3F inh	Vif-A3G inh	D1 agonist	D2 potentiator
CCOC(=O)[C@H]1[C@H]2COc3cc(OC)ccc3[C@@H]2N2C(=O)CN(Cc3ccc(OC)cc3)C(=O)[C@@]12C	-1	.	-0.2%	-3%	.	0%	0%	-2	1
O=[N+]([O-])c1ccc2c(c1Nc1ccccc1)=NC1(CCCCC1)N=2	0	3	-1.3%	-2%	-18	-3%	-4%	-1	-7

Following part:
SMILES	D1 PAM	RXFP1 antag	RXFP1 agonist	GRP78 ERSR act	D1 antagonist	Vif-A3F inh	Vif-A3G inh	D1 agonist	D2 potentiator
CS(=O)(=O)Nc1ccc(C(=O)NCC2CCCO2)cc1 (configuration not stated)	-2	-6	0.6%	-1%	-7	0%	1%	4	-3
Nn1c(CN2CCCCC2)nc2ccccc2c1=O	4	14	-0.4%	-3%	-6	-4%	-4%	2	-7
CCN(CC)S(=O)(=O)c1cc(C(=O)Nc2cc(C)[nH]n2)ccc1Cl	3	2	-2.0%	1%	-1	0%	-7%	3	10
COc1ccc(NC(=O)CNC(=O)CC23CC4CC(CC(C4)C2)C3)c(OC)c1	-1	-12	-3.2%	-2%	2	8%	-1%	0	8
CCS(=O)(=O)N1CCC(C(=O)N2CCN(Cc3ccccc3)CC2)CC1	-4	14	2.2%	-2%	.	-1%	0%	1	.
Cc1ccccc1CC(=O)Nc1ccc2c(c1)CCC2	-6	0	-0.2%	-1%	-1	3%	-14%	-4	-7
COc1cc2c(cc1OC)-c1cc(Nc3ccc4c(c3)OCCO4)nc(=O)n1CC2	-2	6	10%	-11%	-2	-7%	-9%	-3	57*
C=CCc1c(C)nc(C)nc1N/N=C/c1ccc(N(C)C)cc1	-6	6	-5.1%	-1%	5	-1%	-8%	1	-4
Cc1ccc(N(CC(=O)NCc2ccc(F)cc2)S(=O)(=O)c2cccs2)cc1	-2	29	-0.2%	0%	9	0%	0%	2	-12
CCCCNC(=O)c1cccnc1SCC(=O)Nc1ccccc1OC	-1	-13	2.2%	-2%	7	5%	-1%	0	11
CCn1c2ccccc2c2cc(NC(=S)N3CCOCC3)ccc21	-8	-7	-2.3%	6%	-18	2%	-23%	2	1
CCCC1C(c2ccco2)NC(c2ccco2)CC1(C)O (configuration not stated)	-1	-4	0.9%	0%	2	-15%	0%	1	-2
CCOC(=O)C(CC(=O)c1ccccc1)CC(=O)c1ccccc1	-2	1	5.1%	8%	-3	1%	2%	1	-4
O=C1Cc2cc(NS(=O)(=O)c3ccc([N+](=O)[O-])cc3)cc3c2N1CCC3	-2	-7	1.7%	-3%	-32*	5%	-1%	1	6
O=c1cc(CO)occ1OCc1c(F)cccc1Cl	-3	-1	-0.8%	-5%	-10	13%	1%	3	1
Nc1nonc1C(=O)NCCN=Cc1cc(Cc2ccccc2)cc(Br)c1O	9	-73*	2.0%	5%	8	10%	0%	7	-1
COc1cc(S(=O)(=O)N(Cc2ccccn2)Cc2ccco2)ccc1-n1cnnn1	0	-10	-0.2%	-3%	-3	0%	-1%	1	-3
COc1ccc(OCc2cc(C(=O)N3CCCC(OC)C3)no2)c2ccccc12 (configuration not stated)	-1	4	-1.8%	6%	5	10%	-8%	0	1
COc1cc(/C=C2\SC(=S)N(CCC(=O)NCCc3ccccc3)C2=O)cc(OC)c1OC	.	-11	0.4%	-3%	-10	15%	1%	7	7
S=C(NCc1ccccn1)Nc1ccc(Cl)cc1Cl	-5	1	-1.9%	5%	-11	-6%	-4%	1	0
COc1cccc(-n2nnc3c(=O)n(CC(=O)N4CCC(C)CC4)cnc32)c1	-2	-7	-0.5%	-5%	1	-7%	-4%	-1	-4
COc1ccc(NC(=O)C2Cc3cc(S(=O)(=O)N4CCCCC4)ccc3N2C(C)=O)cc1Cl (configuration not stated)	1	6	0.6%	-1%	-7	3%	0%	3	-9
CN(CC(=O)Nc1ccc(Cl)cc1)CC(=O)Nc1cccc(Br)c1	-5	2	1.7%	1%	-12	1%	-12%	-1	5
CCc1cc[n+](-c2nc3ccccc3nc2[N-]S(=O)(=O)c2ccc(Br)s2)cc1	2	-22	1.3%	-2%	-23	?	3%	6	19
CC(C)[C@H](NC(=O)OCc1ccccc1)C(=O)OCC(=O)NCc1ccco1	.	2	.	-4%	.	?	-6%	.	.
CCOC(=O)c1c(N)n(CC(C)NC(=O)C2CC2)c2nc3ccccc3nc12 (configuration not stated)	-6	.	4.0%	.	1	.	.	-1	-1
COc1ccc(CNc2cc(C)nc3ccc(OC)cc23)cc1	-11	-8	0.3%	-10%	2	3%	-4%	28	-1
O=C(Nc1ccc(N2CCOCC2)c(S(=O)(=O)Nc2ccccc2Cl)c1)c1ccccc1	-6	-7	0.4%	-1%	-17	-6%	-1%	2	3
O=[N+]([O-])c1cc2c(c3cccnc13)COCO2	.	0	.	-2%	.	-4%	-1%	.	.
CCC1=C(NCc2ccccc2)COC1=O	.	4	.	-3%	.	-1%	-5%	.	.
COc1ccc(C2=C(C)C(N3CCC(C(=O)NCc4ccc(C)o4)CC3)=NS2(=O)=O)cc1	-6	-6	2.3%	.	6	.	.	1	-7
COc1ccc(/C=C/C(=O)Nc2cc(S(=O)(=O)N3CCOCC3)ccc2N2CCCC2)cc1OC	2	1	-0.9%	1%	-6	18%	-3%	2	28
CCCC(C(=O)NCc1ccco1)N(C(=O)CNS(=O)(=O)c1ccccc1)C1CCCC1 (configuration not stated)	-4	-12	1.0%	0%	8	1%	-5%	-1	-5
O=C(Cc1ccsc1)Nc1ccc(Cl)cc1Cl	-5	2	0.9%	-1%	10	-2%	-7%	4	6
Cn1nc(C(=O)NC2CCCCC2)c2ccccc2c1=O	2	-9	-0.6%	-4%	19	-11%	0%	0	-4
